Diaph inh CS = inhibits diaphorase or chemically oxidizes, flagging diaphorase assay artifacts | inhibition, % at 20 µM | diaphorase resazurin-to-resorufin fluorescence, NADH, 16 min; bacterial (C. kluyveri) enzyme, not human | 0.69% of 190,000 active;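 active = primary screen inhibition at 20 µM above a set limit, cut at about 50% in these data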;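 also: plate controls were DMSO with full reaction for no effect and wells lacking NADH for full effect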
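Assay system: diaphorase enzyme from Clostridium kluyveri. Quantity: enzyme working solution with 0.14 U/mL diaphorase. Schedule: reaction incubation of 16 min at room temperature. Technique: resorufin fluorescence, excitation 544 nm, emission 590 nm. Controls: No-NADH positive control and DMSO neutral control.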
S1P3 antag = antagonists of human S1P3 receptor | Q99500 | CHO S1P3 NFAT-BLA reporter, FRET fluorescence, antagonist mode | inhibition, % at 4.98 µM | 0.27% of 170,000 active | AID 485;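 active = inhibition above the plate cutoff, the mean inhibition of test wells on that plate plus 3 SD, cut at about 28% in these data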;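 also: cells challenged with S1P at its EC80 of 0.8 µM; blue over green emission ratio from cleaved BLA substrate after 4 h stimulation; 0% = S1P-stimulated wells and 100% = unstimulated DMSO-only wells; some compounds past the cut are filed as inactive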
Target sequence (Q99500 whole entry, looked up): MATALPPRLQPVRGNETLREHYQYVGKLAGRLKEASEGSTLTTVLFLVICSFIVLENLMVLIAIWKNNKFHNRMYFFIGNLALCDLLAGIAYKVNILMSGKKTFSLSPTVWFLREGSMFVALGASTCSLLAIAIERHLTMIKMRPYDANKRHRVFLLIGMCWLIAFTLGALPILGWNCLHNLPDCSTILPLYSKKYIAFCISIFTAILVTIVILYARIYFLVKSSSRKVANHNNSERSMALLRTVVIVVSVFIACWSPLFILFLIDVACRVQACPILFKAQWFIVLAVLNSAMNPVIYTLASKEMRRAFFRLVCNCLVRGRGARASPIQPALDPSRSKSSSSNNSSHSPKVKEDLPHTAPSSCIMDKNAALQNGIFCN
DTT redox prof = compounds producing H2O2 with reducing agent – biochemical, NIH compound library profiling, artefact control for MLSCN library redox annotation, primary screen; DTT-dependent redox cycling H2O2, phenol red/HRP absorbance; 100% = 100 µM peroxide control, 0% = buffer; activation, % at 10 µM; AID 878; 0.03% of 200,000 active;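 active = activation of at least 50% relative to the plate's high and low controls in the primary single-dose screen; inactive = activation below 50%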;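 also: compound incubated with DTT at 0.8 mM final as the reducing agent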
RAM inhibit = inhibitors of the yeast RAM network | 1.8% of 190,000 active | inhibition, % at 50 µM | S. cerevisiae dse1pr::URA3 reporter, 5-FOA growth OD615, 2 d; analog-sensitive cbk1-as2 kinase mutant strain | AID 868;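 active = inhibition above a set limit, 3 SD over mean compound inhibition, cut at about 8.4% in these data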;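 also: 0% = DMSO-only wells with no growth and 100% = 10 µM 1-NA-PP1 full growth; inhibition rescues growth on 5-FOA so higher OD means more RAM inhibition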
L major viab = inhibitors of Leishmania major promastigote growth; inhibition, % at 10 µM; 9% of 200,000 active; Leishmania major promastigotes, resazurin fluorescence viability; AID 1063;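 also: promastigotes grown with compound for 44 hours at 28 °C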
PMI act = activators of human phosphomannose isomerase; P34949; 0.005% of 190,000 active; AID 1214; activation factor at 20 µM; purified human PMI, coupled resazurin fluorescence, 20 min; active compounds read high; 1 = vehicle control, 0 substrate-free wells;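 active = activation factor of 2 or more at 20 µM, relative to plate controls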
Target sequence (P34949 whole entry, looked up): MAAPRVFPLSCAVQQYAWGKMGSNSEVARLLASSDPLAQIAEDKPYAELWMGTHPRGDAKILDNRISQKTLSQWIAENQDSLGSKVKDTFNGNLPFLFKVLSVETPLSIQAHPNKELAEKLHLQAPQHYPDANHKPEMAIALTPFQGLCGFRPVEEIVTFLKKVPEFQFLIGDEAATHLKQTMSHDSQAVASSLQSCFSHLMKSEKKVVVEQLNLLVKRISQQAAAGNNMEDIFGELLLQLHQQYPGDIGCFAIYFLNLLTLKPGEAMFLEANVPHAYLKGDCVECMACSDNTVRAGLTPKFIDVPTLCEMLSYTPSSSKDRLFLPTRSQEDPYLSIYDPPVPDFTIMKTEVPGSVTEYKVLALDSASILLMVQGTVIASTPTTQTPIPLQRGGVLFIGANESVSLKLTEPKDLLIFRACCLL
G6PDH CS = inhibits Leuconostoc G6PDH, flagging false hits in G6PDH-based assays; 0.12% of 200,000 active; AID 1020; Purified L. mesenteroides G6PDH, diaphorase/resazurin coupled fluorescence, 45 min; inhibition, % at 5 µM
PMI act hi M6P = PMI (human) activation, high substrate. P34949. activation factor at 20 µM. 0.34% of 190,000 active. coupled PMI enzyme assay, resazurin fluorescence, 20 min; active compounds read high; 1 = untreated enzyme, 0 = substrate-free blank;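 active = activation factor of 2 or more at 20 µM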
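test system = human PMI in coupled enzyme assay | medium = HEPES-buffered pH 7.4 with magnesium and detergent | also added = 1.0 mM mannose-6-phosphate substrate with 0.22 mM NADP+ | compound = 20 µM single dose | times = 20 min incubation at room temperature | measured by = resorufin fluorescence (Ex 544/Em 590 nm) from resazurin via diaphorase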
Diaph act CS = diaphorase activation or chemical reduction counter-screen. 0.005% of 190,000 active. AID 1229. activation factor at 20 µM. Diaphorase/resazurin coupled assay, resorufin fluorescence, 16 min; active compounds read high; 1 = vehicle wells, 0 = NADH-free wells;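 active = diaphorase activity raised at least twofold by the compound at 20 µM; inactive = activation factor below 2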
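Material: bacterial diaphorase enzyme (C. kluyveri); amount: enzyme 0.07 U/mL final; reagent: NADH substrate 0.114 mM plus resazurin dye 0.1 mM, final; doses: single compound dose of 20 µM, 1% DMSO final; timing: 16 min enzyme reaction, ambient temperature; measured by: fluorescence of resorufin, 544 nm excitation, 590 nm emission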
TLR4 MyD88 comp = blocks binding of human TLR4 to MyD88; O00206+Q99836; HeLa CL3-4 TLR4/MyD88 BLA complementation, FRET ratio; inhibition, % at 8.4 µM; 0.18% of 200,000 active; AID 861; in the data active = inhibition above about 25%;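 also: 0% = vehicle and 100% = reference inhibitor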
Hsp70 activator = Hsp70 transcriptional activation, primary screen | HeLa Hsp70 promoter luciferase reporter, luminescence; scaled: vehicle 0, proteasome-inhibitor control 100% | 0.04% of 200,000 active | activation, % at 10 µM;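 active = activation above the mean across all tested compounds plus 3 SD, cutoff set per campaign, cut at about 5.5% in these data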;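 also: 100% = MG132 at 30 µM as the positive control and 0% = DMSO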
* marks the source's active call; other numbers are inactive results; nt = not tested or not shown. Rule as the data show it, unless noted: active = inhibition above about 50%; inactive = the rest. Rows are unselected; any-hit rate near 12%.

SMILES | Diaph inh CS | S1P3 antag | DTT redox prof | RAM inhibit | L major viab | PMI act | G6PDH CS | PMI act hi M6P | Diaph act CS | TLR4 MyD88 comp | Hsp70 activator
Cc1oc(-c2ccccc2F)nc1CS(=O)(=O)CC(=O)NCCCc1ccccc1 | 28.5 | 1.8 | -0.5 | 3.3 | -3.7 | 0.8 | -10.6 | 0.8 | 0.7 | -3.4 | -0.4
COc1cccc(C2C(C(=O)NCc3ccccc3)=C(C)Nc3ncnn32)c1 (stereo not drawn) | 9.5 | -31.7 | 0.8 | 3.6 | -6.6 | 1 | 1.5 | 1 | 0.9 | -1.7 | -0.3
Cc1nn(C)c(C)c1S(=O)(=O)N1CCCC(C(=O)NC2CCCCCC2)C1 (stereo not drawn) | 9.2 | 8.5 | -2.3 | 2.1 | -4.6 | 0.9 | 7.4 | 1 | 0.9 | -0.7 | -0.2
Cc1c(NC(=S)NC(=O)c2ccco2)cccc1-c1nc2ncccc2o1 | -2.4 | -13.9 | 0.9 | 0.2 | 1.1 | 0.9 | 17.9 | 0.8 | 1 | -22.7 | -0.1
CC(C)(C)c1[nH]nc2c1C(c1ccccc1OC(=O)N1CCOCC1)C(C#N)=C(N)O2 (stereo not drawn) | -3.5 | 7.4 | -9.4 | 1.7 | 1.1 | 0.9 | 8.6 | 0.9 | 1 | -1.3 | -0.1
COc1cc(/C=N/NC(=O)c2ccc(C)nc2)cc([N+](=O)[O-])c1O | -1.6 | -25.6 | -0.8 | 1.0 | 5.6 | 1.1 | 0.7 | 0.8 | 1 | -4.7 | -0.1
CCCNC(=S)N1CCCC(c2nc3ccccc3[nH]2)C1 (stereo not drawn) | 0.0 | 1.9 | -1.4 | 2.5 | 7.5 | 1.1 | 11.8 | 1.1 | 1 | -4.6 | -0.1
CCSc1nnc(NC(=O)c2cccc(OCc3c(C)noc3C)c2)s1 | -7.8 | nt | -0.1 | 3.3 | 24.6 | 1 | -0.2 | 1.1 | 1.1 | 6.4 | -0.1
Cc1cc(S(=O)(=O)Nc2cccnc2)c(C)s1 | 15.8 | -18.4 | -0.8 | 0.8 | -4.0 | 0.9 | 2.3 | 0.9 | 0.8 | -4.0 | -0.1
COC(=O)N/N=C(\C)c1ccc(OC(F)F)cc1 | 7.0 | 20.4 | -2.8 | 0.9 | 27.1 | 1 | 2.6 | 1 | 0.9 | -11.4 | -0.1
N=C1/C(=C/c2cccn2CCOc2ccccc2)C(=O)N=C2SC=C(c3ccccc3)N12 | 0.0 | -7.4 | 0.8 | 4.6 | 58.6* | 0.9 | -16.2 | 1 | 1 | 12.8 | -0.4
COc1ccc(CCN2C(=O)c3cccc4c(C(=O)N5CCCCC5)ccc(c34)C2=O)cc1OC | 25.3 | -16.7 | -0.1 | 3.1 | 5.2 | 1 | 3.9 | 1 | 0.7 | -9.6 | -0.3
CC1CCN(C(=O)/C(=C\c2cccs2)NC(=O)c2ccccc2)CC1 | nt | -2.4 | 0.4 | 3.5 | 1.8 | nt | 10.0 | nt | nt | 0.3 | -0.1
CCCC(C)NC(=O)c1ccc(C2SCC(=O)N2Cc2ccco2)cc1 (stereo not drawn) | 19.8 | nt | 0.0 | 2.0 | 0.0 | 0.9 | 2.4 | 0.9 | 0.8 | -0.6 | 0.0
Cc1cc(C)cc(-n2c3nc4ccccc4nc3c3c(=O)n(Cc4ccco4)cnc32)c1 | 20.8 | nt | -0.3 | 2.8 | 20.9 | 1 | 6.7 | 1.1 | 0.8 | 13.3 | -0.3
Cc1ccc(NC(=O)NC(=O)N(C2CCCCC2)S(=O)(=O)c2ccccc2)cc1 | -3.4 | -5.4 | 0.0 | 2.6 | 49.2 | 1 | 7.6 | 0.9 | 1 | 0.9 | -0.3
CCn1cc(/C=N/NC(=O)c2ccc3c(c2)OCO3)c(C)n1 | 4.4 | nt | 0.2 | -0.1 | 4.6 | 1 | 0.1 | 1.1 | 1 | 2.9 | -0.1
O=C(Cc1ncc(C(F)(F)F)cc1Cl)NCc1ccco1 | 2.8 | -4.2 | -0.6 | 0.8 | -3.3 | 1.1 | 0.9 | 1.1 | 1 | -9.1 | -0.2
COC(=O)C1=C(C(=O)OC)C2C(C)=CC(C)=CN2C(C(=O)OC)=C1C(=O)OC (stereo not drawn) | 23.9 | -6.8 | -0.3 | 3.3 | -5.0 | 1.4 | 3.3 | 1.2 | 0.8 | -18.5 | -0.1
CCC(C(=O)NC1CCCCC1)n1c(SCc2ccccc2F)nc2ccncc21 (stereo not drawn) | 19.8 | -1.4 | 0.9 | -0.1 | -4.2 | 0.9 | 17.0 | 0.9 | 0.8 | -4.9 | -0.3
CS(=O)(=O)n1nc(OC(=O)c2cc(Br)ccc2Cl)cc1N | 9.4 | -27.0 | -1.0 | 2.7 | -3.4 | 1 | 10.0 | 1 | 0.9 | 1.0 | 0.1
O=C1CC(N2CCN(c3ccccc3F)CC2)C(=O)N1c1ccc2c(c1)OCCO2 (stereo not drawn) | 21.8 | -26.4 | -0.9 | 1.5 | -9.1 | 1 | -2.0 | 1 | 0.8 | -4.8 | 0.2
CCCc1nc2ccccc2c(=O)n1-c1c(C)n(C)n(-c2ccccc2)c1=O | 5.8 | -20.1 | 0.6 | 1.1 | -9.2 | 1 | 1.5 | 1 | 0.9 | 9.0 | -0.1
O=C1c2ccccc2C(=O)N1CCSc1nnc(-c2ccco2)n1Cc1ccccc1 | 15.3 | -22.4 | -0.8 | 1.4 | 1.4 | 1.1 | -1.9 | 1 | 0.8 | -8.9 | -0.3
Cn1c(=O)n(C)c2cc(/C=N/N=C3/NC(=O)C(CC(=O)O)S3)ccc21 (stereo not drawn) | 4.9 | 8.4 | -1.3 | 1.2 | -1.9 | 0.9 | 13.1 | 0.9 | 1 | 7.7 | 0.0
O=[N+]([O-])c1cccnc1N/N=C/c1ccccc1O | 1.5 | -13.0 | 1.7 | 3.5 | 6.7 | 1 | 41.2 | 1 | 1 | -6.5 | -0.1
CCOC(=O)c1ccc(N/C=C2/CCCC(C)C2=O)cc1 (stereo not drawn) | 9.9 | nt | 0.0 | -0.1 | -3.5 | 0.8 | 10.1 | 0.9 | 0.9 | -14.7 | -0.3
CC(=O)Nc1ccc(C2=NN(CC#N)C(=O)SC2)cc1 | -0.2 | nt | -6.5 | 1.4 | -4.0 | 1.1 | -0.4 | 1.1 | 1 | 6.6 | 0.0
COc1ccc(NC(=O)C2CCN(S(=O)(=O)c3c(C)noc3C)CC2)cc1Cl | 16.2 | nt | 0.2 | 2.9 | -3.8 | 1 | -4.4 | 1 | 0.8 | 1.1 | -0.3
CCc1ccc(C2CC(=O)NC(SCC(=O)OC(C)C)=C2C#N)cc1 (stereo not drawn) | 35.5 | -26.9 | 0.0 | 3.8 | 16.6 | 0.8 | 0.4 | 0.6 | 0.6 | -4.9 | 0.1
Cc1ccc(C)n1CCN1CCN(C(=O)c2ccco2)CC1 | 7.7 | 19.5 | 1.8 | 2.5 | -3.5 | 1 | 3.6 | 0.9 | 0.9 | -16.3 | -0.2
O=S(=O)(c1cccc(-c2nnc3n2CCCCC3)c1)N1CCCC1 | 2.3 | -15.6 | -0.4 | 1.4 | 3.8 | 1 | 2.7 | 1 | 1 | -12.2 | -0.2
CCOC(=O)c1nnn(CC(=O)Nc2ccccc2OC)c1C(=O)OCC | 12.6 | nt | -0.1 | 1.5 | -3.9 | 1 | 4.6 | 1 | 0.9 | 3.8 | -0.2
CCOC(=O)N1CCN(C(=O)c2cc(C)no2)CC1 | 17.4 | -4.9 | -1.4 | -0.3 | -7.7 | 1 | 8.5 | 1 | 0.8 | nt | nt
CCOC(=O)Nc1ccc(S(=O)(=O)NC2CCCCC2)cc1 | 8.6 | 7.3 | -0.1 | 1.8 | 2.9 | 0.9 | 1.5 | 1 | 0.9 | -6.8 | -0.2
CCCCOC(=O)Nc1nc(C)c(C(=O)OCC)s1 | 18.5 | nt | 2.4 | 2.1 | -3.3 | 0.9 | 2.4 | 0.9 | 0.8 | -7.2 | 0.6
O=C(/C(=N\O)n1cncn1)c1ccc(Br)cc1Br | -8.6 | 18.6 | -0.6 | 2.1 | -8.0 | 0.9 | -1.6 | 1.1 | 1.1 | -0.5 | -0.4
CCOc1ccc(NC(=O)c2ccc(NC(=S)NC3CC3)cc2)cc1 | 4.8 | -4.6 | -1.6 | 8.3 | -6.1 | 1 | 7.4 | 0.9 | 1 | -4.2 | 9.4*
NC(=O)COC(=O)CCCc1nc2ccccc2s1 | 6.0 | nt | -1.3 | 1.0 | -4.7 | 1 | -6.0 | 1.1 | 0.9 | -5.5 | -0.2
COc1ccc(/C=C(\NC(=O)c2ccccc2)C(=O)OC[C@@H]2CCC[N+]3(C)CCCCC23)cc1OC (stereo partly drawn) | -3.5 | -18.9 | -0.1 | 3.7 | -1.4 | 0.9 | -1.4 | 1 | 1 | 0.1 | -0.1
CC(/C(O)=C(\C#N)c1nc2ccccc2n1C)N1C(=O)c2ccccc2C1=O (stereo not drawn) | 10.4 | nt | -0.2 | 2.9 | -6.0 | 1 | 4.8 | 0.9 | 0.9 | -6.1 | -0.3
CCN(CC)CCN(Cc1cc2cc(C)c(C)cc2[nH]c1=O)C(=S)NCc1ccco1 | -1.6 | -2.6 | -0.4 | -1.0 | 60.0* | 1 | 10.2 | 0.9 | 1 | -3.9 | 1.0

Some of these compounds in order of molar mass, ascending.
SMILES | Diaph inh CS | S1P3 antag | DTT redox prof | RAM inhibit | L major viab | PMI act | G6PDH CS | PMI act hi M6P | Diaph act CS | TLR4 MyD88 comp | Hsp70 activator
O=S(=O)(c1cccc(-c2nnc3n2CCCCC3)c1)N1CCCC1 | 2.3 | -15.6 | -0.4 | 1.4 | 3.8 | 1 | 2.7 | 1 | 1 | -12.2 | -0.2
CCN(CC)CCN(Cc1cc2cc(C)c(C)cc2[nH]c1=O)C(=S)NCc1ccco1 | -1.6 | -2.6 | -0.4 | -1.0 | 60.0* | 1 | 10.2 | 0.9 | 1 | -3.9 | 1.0
COc1ccc(/C=C(\NC(=O)c2ccccc2)C(=O)OC[C@@H]2CCC[N+]3(C)CCCCC23)cc1OC (stereo partly drawn) | -3.5 | -18.9 | -0.1 | 3.7 | -1.4 | 0.9 | -1.4 | 1 | 1 | 0.1 | -0.1
